# LGR2 inh: blocks bursicon-induced cAMP signaling via Drosophila LGR2 | inhibition, % at 9.99 µM | HEK293 LGR2, CRE-luciferase, bursicon-stimulated, 4 h | AID 720647 | 0.35% of 380,000 active;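 active = drop in luminescence signal, shown as inhibition above about 50% in the replicate tests, limit read from the data, passing the limit was not always enough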;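 also: agonist challenge used bursicon conditioned medium at about half maximal strength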
# INS-1E GSIS act: primary screen for activators of insulin secretion dependent on glucose, INS-1E cells, GLuc reporter luminescence; INS-1E GLuc reporter insulin secretion, 2-3 h; activation, % at 16.6 µM; 0.61% of 370,000 active;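 active = lowest replicate activation of at least 40%, so every replicate reaches that level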;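 also: 0% = median of neutral control wells and 100% = median of IBMX positive control wells; some compounds called inactive have numbers as strong as hits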
# PglD DTNB: blocks C. jejuni PglD acetyltransferase activity; purified PglD enzyme, DTNB colorimetric CoA detection; inhibition, % at 12.5 µM; 0.098% of 360,000 active; AID 602405; in the data active = inhibition above about 16%, passing the limit was not always enough; also: strong numbers were not always called active
# ARNT-TACC3 inh: disruptors of human ARNT/TACC3 interaction. Q9Y6A5. AlphaScreen His-ARNT PAS-B/GST-TACC3 binding, luminescence; TACC3 fragment carries E629A point mutation. inhibition, % at 9.99 µM. 0.66% of 390,000 active;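 active = mean inhibition of replicates at least 50% and at least half of replicates each reaching 50%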;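 also: 0% = complete ARNT plus TACC3 wells and 100% = ARNT alone without TACC3; many hits fall short of the cut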
# PGC1a acetyl inh: modulators of PGC1a acetylation | U2OS PGC1a acetylation, AlphaScreen anti-acetyl-lysine; with virally co-expressed GCN5 acetyltransferase | inhibition, % at 15.6 µM | 0.17% of 350,000 active | AID 651687;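 active = every replicate shows inhibition of at least 40%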;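 also: 0% = neutral control wells and 100% = positive control wells; some results beyond the cut were filed as inactive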
# Cneo AK release: Cryptococcus neoformans lysis via adenylate kinase release | C. neoformans lysis, adenylate kinase release luminescence, 4 h; normalised: neutral wells 0, clomiphene wells 100 | lysis activity, % at 15 µM | 0.2% of 360,000 active;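 active = mean lysis activity across replicates of at least 80%, whatever share of replicates individually reach that level; inactive = mean lysis activity below 80%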
#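 Test system: log-phase Cryptococcus neoformans yeast cells; Quantity: yeast cell density of 5 × 10^6 cells/mL; Buffer or medium: YPD; Doses: single compound concentration per well; Timing: 4 h at 37 °C static, read 1 h later; Measured by: AK luminescence; Read-out basis: lysis from increased AK signal; Control set: Clomiphene as positive control.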
# C2C12 statin: protects C2C12 myotubes from simvastatin toxicity. 0.78% of 330,000 active. rescue of ATP level, % at 7.49 µM. ATP luminescence, 48 h; scaled: DMSO 0, geranylgeraniol control 100;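 active = mean ATP rescue above about 67%, or every replicate alone reaching that limit, limit read from the data, passing the limit was not always enough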;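 also: myotubes were challenged with 10 µM simvastatin during compound exposure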
# PAX8 inh HTS: inhibitors of PAX8 transcriptional activity in RMG-I cells | inhibition, % at 12.6 µM | RMG-I TPO-luciferase reporter, SteadyGlo, 24 h | 1.2% of 360,000 active;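 active = mean replicate inhibition at least 60% with every replicate also reaching 60%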;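 also: luciferase light reporting Pax8 driven TPO promoter activity; plate controls were median of neutral control wells for no effect and mitoxantrone controls for full effect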
# * hit, by the source's call; . = no result given; & = joins results of further samples. Outcome played no part in choosing rows; any-hit rate near 2.9%.
SMILES,LGR2 inh,INS-1E GSIS act,PglD DTNB,ARNT-TACC3 inh,PGC1a acetyl inh,Cneo AK release,C2C12 statin,PAX8 inh HTS
Cc1cccc(-n2nnnc2SCC(=O)NCCN2C(=O)CSC2=O)c1,.,.,5,-2,-4,-1,-4,8
CCCC(=O)Nc1ccc2c(c1)C(=O)N(C)C[C@H](OC)[C@H](C)CN(CCc1ccccc1)[C@H](C)CO2,-16,-6,1,3,1,0,7,.
Cn1c(=O)c2c(ncn2CC(=O)OCC(=O)NCc2ccccc2Cl)n(C)c1=O,5,10,-2,-10,.,-1,.,10
C[C@@H]1CN([C@@H](C)CO)C(=O)c2cc(-c3ccc(C#N)cc3)cnc2O[C@H]1CN(C)Cc1ccccn1,0,3,2,23,3,-1,-10,.
C[C@@H]1CN([C@@H](C)CO)C(=O)c2cc(NC(=O)CCC(F)(F)F)ccc2O[C@@H](C)CCCCO[C@H]1CN(C)C(=O)CCCN(C)C,-11,5,-2,-11,8,1,23,-9
C[C@@H]1CN([C@@H](C)CO)C(=O)c2cc(NC(=O)CCC(F)(F)F)ccc2O[C@@H](C)CCCCO[C@H]1CN(C)C,12,10,.,.,-5,.,5,-4
O=C1CCCN1CCCNS(=O)(=O)c1ccccc1,2,-1,1,-15,3,0,.,-10
C[C@H](CO)N1C[C@H](C)[C@H](CN(C)Cc2ccc(Oc3ccccc3)cc2)Oc2ccc(NC(=O)CCN3CCOCC3)cc2CC1=O,19,-1,0,9,-8,-1,17,.
CCNC(=O)C[C@H]1CC[C@H](NS(=O)(=O)c2ccc(F)cc2)[C@@H](CO)O1,6,9,-2,5,-3,58,-1,-20
CN(C(=O)c1ccc2c(Cl)c3c(nc2c1)CCC3)c1ccccc1,-96,.,-5,4,-1,-1,-16,-91
CCOC(=O)N(C)C[C@@H]1OCc2cn(nn2)CCCC(=O)N([C@H](C)CO)C[C@H]1C,-4&12,13&17,-4,-2,-9,-2,-2,2&-11
O=S(=O)(c1ccc(Br)s1)N1CCN(CCc2ccccc2)CC1,4,-6,0,-12,1,1,-16,0
CS(=O)(=O)Nc1cccc(NC(=O)C2Cc3c(-c4ccco4)ccnc3O2)c1 (stereo not drawn),-16,4,-11,.,16,0,27,3
COc1ccc(-c2nnc3n2CCCCC3)cc1OC,-14,-1,2,2,9,0,8,1
CC1(C)CC2CC(C)(CN2c2ncnc3ccccc23)C1 (stereo not drawn),8,-66,2,-2,-3,2,-15,.
CS(=O)(=O)N(CC(=O)Nc1ccc2c(c1)OCCO2)c1ccc2c(c1)OCO2,.,.,5,6,-4,2,.,.
CCOC(=O)C(NC(C)=O)(Nc1cccc(F)c1)C(F)(F)F (stereo not drawn),.,.,-1,-3,-5,-10,5,.
CC(C)c1csc(CN2CCC(N3CCC(C(=O)NCC4CCCO4)CC3)CC2)n1 (stereo not drawn),-3,2,.,-3,.,.,3,-1
S=c1[nH]ccn1CCc1ccccc1,-18,4,4,9,6,4,1,-17
C[C@@H]1CN([C@@H](C)CO)C(=O)c2cccc(NS(C)(=O)=O)c2O[C@@H]1CN(C)Cc1ccc2c(c1)OCO2,-12,4,-2,-5,3,0,-24,-15
Cc1onc(-c2ccccc2)c1C(=O)N1CCN(S(=O)(=O)c2ccccc2Br)CC1,-2,-2,-1,-5,.,-3,29,9
CCOc1ccc(NS(=O)(=O)c2ccc(OC)c(C)c2)cc1,11,-4,-1,-3,5,1,-2,.
O=C(CSc1nccn1-c1ncc(C(F)(F)F)cc1Cl)c1ccc(Cl)cc1,18,4,-1,-5,2,1,95*,.
CN(C)S(=O)(=O)c1cccc(NC(=S)N/N=C/c2ccco2)c1,1,.,-1,21,-1,-1,2,-25
Cc1nn2c3ccccc3nc2c2ccccc12,.,.,0,-7,-6,4,-14,.
CN=C(Nc1cccc(S(=O)(=O)N2CCOCC2)c1)c1ccccc1,6,.,-3,-5,-4,0,2,-1
CCN(CC)CCC(c1ccc(OC)cc1)c1c(O)cc(OC)cc1OC (stereo not drawn),14,-2,3,3,1,-1,-3,0
C[C@@H]1CCCCO[C@@H](CN(C)Cc2ccccc2)[C@H](C)CN([C@@H](C)CO)C(=O)c2cc(NC(=O)Nc3ccc4c(c3)OCO4)ccc2O1,2,-7,-2,17,0,1,39,1
CC(Cc1cccs1)NC(=S)Nc1ccc(Cl)cc1 (stereo not drawn),-15,-3,5,.,.,25,-12,-6
COC(=O)c1ccc(Cc2ccc(C(=O)OC)o2)o1,0,11,-1,1,3,1,-31,.
Cc1ccc2c(=O)cc(C(F)F)oc2c1,5,8,19,1,-1,-3,4,.
C[C@@H]1CN([C@@H](C)CO)C(=O)c2cc(NS(=O)(=O)c3ccc(Cl)cc3)ccc2O[C@@H](C)CCCCO[C@H]1CN(C)S(=O)(=O)c1ccccc1,14,-18,-1,10,-15,13,.,-18
CCOC(=O)C1CCCN(Cc2ccc(OC)c(OCc3ccccc3)c2)C1 (stereo not drawn),0,-2,6,-1,0,0,2,15
O=CN1CCN(C(=O)c2ccc(Br)o2)CC1,-7,18,-1,-4,.,2,-2,4
COCC(=O)N1CCC(Oc2ccc(C(=O)N3CCCCCCC3)cc2)CC1,1,10,-3,-11,-1,1,.,2
O=S(=O)(NCCC1=CCCCC1)c1ccc(Br)cc1,0,-31,-3,3,.,1,-8,7
C[C@H]1CN([C@@H](C)CO)C(=O)c2cc(NS(=O)(=O)c3cn(C)cn3)ccc2O[C@H]1CN(C)Cc1ccc(Oc2ccccc2)cc1,14,-1,6,-6,-5,3,-18,.
CC(C)NC(=O)Nc1ccc2c(c1)C(=O)N([C@@H](C)CO)C[C@H](C)[C@H](CN(C)S(=O)(=O)c1cn(C)cn1)OCCCC[C@H](C)O2,-22,14,2,-7,7,-2,.,-11
COc1ccc(NS(=O)(=O)c2ccc(C)c(C(=O)NCc3ccccc3CN3CCCC3)c2)cc1,9,-1,1,.,4,4,-14,-4
C[C@@H]1CN([C@@H](C)CO)S(=O)(=O)c2ccc(C#Cc3ccccc3)cc2O[C@H]1CN(C)C(=O)C1CC1,1,17,-4,-6,-5,11,-13,.

# Laid out differently: 14 of the compounds above
structure	LGR2 inh	INS-1E GSIS act	PglD DTNB	ARNT-TACC3 inh	PGC1a acetyl inh	Cneo AK release	C2C12 statin	PAX8 inh HTS
CCN(CC)CCC(c1ccc(OC)cc1)c1c(O)cc(OC)cc1OC (stereo not drawn)	14	-2	3	3	1	-1	-3	0
C[C@@H]1CCCCO[C@@H](CN(C)Cc2ccccc2)[C@H](C)CN([C@@H](C)CO)C(=O)c2cc(NC(=O)Nc3ccc4c(c3)OCO4)ccc2O1	2	-7	-2	17	0	1	39	1
CC(Cc1cccs1)NC(=S)Nc1ccc(Cl)cc1 (stereo not drawn)	-15	-3	5	.	.	25	-12	-6
COC(=O)c1ccc(Cc2ccc(C(=O)OC)o2)o1	0	11	-1	1	3	1	-31	.
Cc1ccc2c(=O)cc(C(F)F)oc2c1	5	8	19	1	-1	-3	4	.
C[C@@H]1CN([C@@H](C)CO)C(=O)c2cc(NS(=O)(=O)c3ccc(Cl)cc3)ccc2O[C@@H](C)CCCCO[C@H]1CN(C)S(=O)(=O)c1ccccc1	14	-18	-1	10	-15	13	.	-18
CCOC(=O)C1CCCN(Cc2ccc(OC)c(OCc3ccccc3)c2)C1 (stereo not drawn)	0	-2	6	-1	0	0	2	15
O=CN1CCN(C(=O)c2ccc(Br)o2)CC1	-7	18	-1	-4	.	2	-2	4
COCC(=O)N1CCC(Oc2ccc(C(=O)N3CCCCCCC3)cc2)CC1	1	10	-3	-11	-1	1	.	2
O=S(=O)(NCCC1=CCCCC1)c1ccc(Br)cc1	0	-31	-3	3	.	1	-8	7
C[C@H]1CN([C@@H](C)CO)C(=O)c2cc(NS(=O)(=O)c3cn(C)cn3)ccc2O[C@H]1CN(C)Cc1ccc(Oc2ccccc2)cc1	14	-1	6	-6	-5	3	-18	.
CC(C)NC(=O)Nc1ccc2c(c1)C(=O)N([C@@H](C)CO)C[C@H](C)[C@H](CN(C)S(=O)(=O)c1cn(C)cn1)OCCCC[C@H](C)O2	-22	14	2	-7	7	-2	.	-11
COc1ccc(NS(=O)(=O)c2ccc(C)c(C(=O)NCc3ccccc3CN3CCCC3)c2)cc1	9	-1	1	.	4	4	-14	-4
C[C@@H]1CN([C@@H](C)CO)S(=O)(=O)c2ccc(C#Cc3ccccc3)cc2O[C@H]1CN(C)C(=O)C1CC1	1	17	-4	-6	-5	11	-13	.

# Continued.
SMILES,LGR2 inh,INS-1E GSIS act,PglD DTNB,ARNT-TACC3 inh,PGC1a acetyl inh,Cneo AK release,C2C12 statin,PAX8 inh HTS
CC1CCN(C(=O)Cn2nc(C(F)(F)F)c3c2CCCC3)CC1,.,.,0,-7,.,3,.,-7
CCOC1=C2CN(S(=O)(=O)c3ccc(C)cc3)[C@@H](c3cccc4ccccc34)C[C@H]2[C@H]2C(=O)N(c3ccccc3)C(=O)[C@H]2C1,-6,-1,4,.,5,-21,8,-25
COc1ncnc2c1N[C@@](C)(O)c1c(F)c(F)c(F)c(F)c1S2,.,.,-3,4,5,-3,16,.
CCC1(CC)N([O-])C(C)=C(c2ccccc2)[N+]1=O,-10,8,-8,-5,15,2,-12,.
Cc1ccc(S(=O)(=O)N(C)C[C@H]2Oc3c(NC(=O)Nc4c(C)noc4C)cccc3C(=O)N([C@H](C)CO)C[C@@H]2C)cc1,-4,11,-2,-10,-7,0,-2,-3
C[C@@H]1CN([C@@H](C)CO)C(=O)c2cc(NC(=O)Nc3ccc4c(c3)OCO4)ccc2O[C@H]1CN(C)S(=O)(=O)c1cccs1,-1,-3,-1,7,-2,2,.,.
CCc1nc(SCC(=O)Nc2nnc(CC)s2)c2c(C)c(C)sc2n1,-5,8,2,2,-2,-1,-5,.
C=CCn1c(COc2ccc3c(c2)CCCC3)nnc1SCC(=O)Nc1cccc(SC)c1,8,-31,-1,-7,0,13,.,.
CCOC(=O)CNc1ccc2c(c1)OCO2,.,.,-1,4,0,1,.,-11
CCn1c(O)c(C=C2N=c3ccccc3=N2)sc1=S,3,-13,.,-22,-6,.,.,32
COc1ccc(C(=O)N2CCOC2CNC(=O)C(=O)NCc2ccc(F)cc2)cc1 (stereo not drawn),-1,7,6,-9,.,1,4,-6
O=C(COC(=O)CCCOc1ccc(Cl)cc1Cl)NCc1ccccc1,.,.,0,-10,35,-3,.,-18
C[C@H](CO)N1C[C@H](C)[C@@H](CN(C)C(=O)c2ccncc2)Oc2cc(/C=C/c3ccccc3)ccc2S1(=O)=O,-17,-38,1,2,-8,-6,7,.
COc1ccccc1-n1cnc2c(c1=O)c1nc3ccccc3nc1n2CCc1ccccc1,-7,-6,.,0,.,.,.,37
CC(=O)n1cc([C@@H]2C=C(C(=O)O)O[C@H](OCc3ccc(CO)cc3)C2)c2ccccc21,-30,1,-7,2,12&7,-1&-1,7,1
Cc1ccc(N(C(=O)c2snc(C(N)=O)c2N)C(C(=O)NC2CCCC2)c2ccncc2)cc1 (stereo not drawn),-16,5,.,-9,-42,-2,1,12
Cc1cc2c(o1)CC(C)(C)CC2=O,-6,0,.,-6,-7,.,.,8
CC(C)c1cn(CC[C@H]2CC[C@@H](NC(=O)C3CCCC3)[C@H](CO)O2)nn1,-2,15,0,-2,-5,-1,0,11
O=C(Nc1cccc(NC(=O)c2c(F)cccc2F)n1)c1c(F)cccc1F,-15,-13,.,9,.,.,-1,7
O=C(c1ccc(Cl)c(S(=O)(=O)N2CCOCC2)c1)N1CCN(c2ccccc2)CC1,10,-15,-4,13,.,3,0,1

# Source: PubChem
